Bioassay records (PubChem)
Mtb RmlCD inh: inhibitors of Mycobacterium tuberculosis RmlC and RmlD coupled enzymes; inhibition, % at 3.6 µM; actives 0.03% (n = 160,000); RmlC+RmlD coupled enzyme assay, percent inhibition; primary screen in compound mixtures; P9WH09+P9WH11; in the data active means inhibition mostly above about 34%, no sharp cut-off; further: some results filed as inactive read as strong as hits
Target sequence (P9WH09 whole entry, looked up): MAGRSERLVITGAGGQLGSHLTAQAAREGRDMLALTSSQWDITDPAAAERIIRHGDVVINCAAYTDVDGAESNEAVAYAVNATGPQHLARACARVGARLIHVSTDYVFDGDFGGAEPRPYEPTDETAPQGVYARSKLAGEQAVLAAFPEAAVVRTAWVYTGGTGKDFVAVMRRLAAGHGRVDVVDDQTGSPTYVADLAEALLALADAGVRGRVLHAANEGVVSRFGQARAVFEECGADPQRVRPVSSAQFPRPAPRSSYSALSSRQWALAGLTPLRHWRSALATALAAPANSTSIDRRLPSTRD
Target sequence (P9WH11 whole entry, looked up): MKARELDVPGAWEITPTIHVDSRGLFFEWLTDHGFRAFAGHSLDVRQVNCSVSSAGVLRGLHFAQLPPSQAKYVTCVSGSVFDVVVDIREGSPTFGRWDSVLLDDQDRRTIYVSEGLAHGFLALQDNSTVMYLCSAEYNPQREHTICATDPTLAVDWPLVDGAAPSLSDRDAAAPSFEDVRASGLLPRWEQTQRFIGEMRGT
M. tuberculosis GlmU: inhibition of mycobacterial GlmU enzyme – biochemical, glucosamine-1-phosphate acetyltransferase (AID 1376); actives 0.25% (n = 220,000); one-dose inhibition, %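 (tested at 30 µM in the primary screen)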; IC50 in µM for titrated hits; M. tuberculosis GlmU acetyltransferase enzyme assay; higher % means a stronger effect; in the data active means inhibition above about 13%;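 further: 0% = complete reaction with vehicle and 100% = reaction without substrate; strong numbers were not always called active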
* marks the source's active call; other numbers are inactive results; · = not tested or not shown.

SMILES	Mtb RmlCD inh	M. tuberculosis GlmU
O=C(NN1C(=O)C2C3C=CC(O3)C2C1=O)c1ccncc1 (configuration not stated)	9.9	1.6%
Cc1cc(N2CCCCCC2)nc2ccccc12	7.9	3.0%
Cc1ccc(OCC(=O)Nc2ccc(S(=O)(=O)Nc3ccccn3)cc2)cc1	14.3	-1.0%
CCCOc1ccc(C(=O)NC(=S)NCc2cccnc2)cc1	-7.9	5.0%
O=C(NCCC1=CCCCC1)C1CCC(CNc2c(N3CCCC3)c(=O)c2=O)CC1 (configuration not stated)	2.6	-1.9%
CC(Oc1ccc(Cl)cc1)c1ccnn1S(=O)(=O)c1ccc(Cl)cc1 (configuration not stated)	·	5.1%
CCc1ccc2[nH]c(=O)c(CN(CCCN3CCOCC3)C(=O)Nc3ccc(Cl)cc3)cc2c1	9.2	-3.2%
COC(=O)C(CC(C)C)N1CCC(=O)c2ccccc2S1(=O)=O (configuration not stated)	·	0.3%
COc1ccc(NC(=O)N(CCc2ccccc2)Cc2cc3c(C)cc(C)cc3[nH]c2=O)cc1	-3.6	2.5%
CCOc1ccc(S(=O)(=O)Nc2nccs2)cc1	8.0	1.2%
CCCc1c(C)c2cc(C)ccc2[nH]c1=O	-0.8	-3.4%
Cc1ccc(NC(=O)C(=O)NCC2OCCc3ccccc32)cc1 (configuration not stated)	25.4	1.3%
O=S(=O)(c1ccc(Cl)cc1)N1CCCCC1c1cccnc1 (configuration not stated)	1.2	3.7%
O=C(NC1CCS(=O)(=O)C1)c1cccc(S(=O)(=O)N2CCCCC2)c1 (configuration not stated)	-0.1	0.6%
CCOC(=O)c1ccc(NC2Nc3cc(C)nn3S2)cc1 (configuration not stated)	9.2	-3.6%
COCCn1c(=NC(=O)c2cccs2)sc2cc(NC(C)=O)ccc21	-1.0	-8.6%
CC1(C)Cc2c(cnn2-c2ccccc2)-c2c1c1ccccc1n2CC(O)CBr (configuration not stated)	·	-7.6%
Cc1ccccc1N(CC(=O)NC1CCCC1)C(=O)c1csnn1	-8.3	-0.5%
O=C(Nc1ccc2c(c1)OCO2)c1ccc(NC2CC2)c([N+](=O)[O-])c1	·	2.5%
Cc1cc(C)c(/C=C(\C#N)S(=O)(=O)c2ccccc2)[nH]1	-0.1	-3.4%
CC(C)(C)C(=O)NC(CC(=O)O)c1ccccc1 (configuration not stated)	4.3	-2.3%
c1ccc(CCc2nc(-c3ccccn3)no2)cc1	10.5	-3.3%
O=c1c2nccnc2[nH]c(=S)n1Cc1ccccc1	-8.1	4.4%
COc1nccnc1NS(=O)(=O)c1ccc(NS(=O)(=O)c2ccc(NC(C)=O)cc2)cc1	-6.5	0.6%
O=C(NC12CC3CC(CC(C3)C1)C2)N1CCC(O)(c2ccc3c(c2)OCO3)CC1	2.8	-1.5%

Overlap with the part before: three entries, followed by the next part.
SMILES	Mtb RmlCD inh	M. tuberculosis GlmU
O=c1c2nccnc2[nH]c(=S)n1Cc1ccccc1	-8.1	4.4%
COc1nccnc1NS(=O)(=O)c1ccc(NS(=O)(=O)c2ccc(NC(C)=O)cc2)cc1	-6.5	0.6%
O=C(NC12CC3CC(CC(C3)C1)C2)N1CCC(O)(c2ccc3c(c2)OCO3)CC1	2.8	-1.5%
COC(=O)c1ccccc1S(=O)(=O)N1CCC(c2nc3ccccc3o2)CC1	-6.3	5.7%
Cc1ccc(S(=O)(=O)Cn2nnnc2CN2CCN(Cc3ccc4c(c3)OCO4)CC2)cc1	-5.2	-0.7%
CC(C)c1nnc(NC(=O)CCC(=O)N2CCN(C3c4ccccc4-c4ccccc43)CC2)s1	8.9	-1.1%
COC(=O)C1(C)NC(c2ccc(O)cc2)C2C(=O)N(c3ccc4c(c3)OCCO4)C(=O)C21 (configuration not stated)	·	-7.4%
COC(=O)C1C(=O)CC(C)(O)C(C(=O)OC)C1c1ccccc1F (configuration not stated)	-4.1	2.8%
COc1ccc(C2=CC(c3ccco3)n3ncnc3N2)cc1 (configuration not stated)	0.0	-9.8%
COc1ccc(-c2noc(CCCC(=O)Nc3cccnc3)n2)cc1OC	-4.9	-4.0%
C=CCNC(=S)NNC(=O)c1ccc(OCCC)cc1	·	-1.2%
CC(=O)NC(Cc1ccc(N(CCCl)CCCl)cc1)C(=O)NC(C(=O)O)C(C)C (configuration not stated)	·	3.3%
CC1(C)Cc2nc3sc(C(=O)NCCCO)c(N)c3cc2CS1	-13.2	4.5%
COc1ccc(C(=O)NCCN2C(=O)S/C(=C\c3cccnc3)C2=O)cc1[N+](=O)[O-]	31.2	-5.6%
O=C(CCS(=O)(=O)Cc1ccc(Cl)cc1)NCCCN1CCOCC1	·	2.6%
O=C(NCc1ccccn1)c1cc2ccccc2oc1=O	·	2.4%
Clc1ccc(Cc2noc(Cc3ccccc3)n2)cc1Cl	9.0	-1.9%
CCOC(=O)C1(Cc2ccccc2Cl)CCN(S(C)(=O)=O)CC1	-20.9	1.0%
O=C(COC(=O)CCc1c[nH]c2ccccc12)NC1CCS(=O)(=O)C1 (configuration not stated)	·	1.6%
CC(C)(C)C(=O)Nc1cc(C(F)(F)F)ccc1N1CCOCC1	·	5.3%
CCN1CCN(CCCNC(=O)CCc2nc(-c3ccc(OC)cc3)no2)CC1	-10.8	3.5%
CCOC(=O)N1CCC(NC(=O)CCC(=O)N2CC(C)Oc3ccc(C)cc32)CC1 (configuration not stated)	5.3	-2.0%
NC(=S)C1COc2ccccc2O1 (configuration not stated)	-9.5	2.9%
CS(=O)(=O)Nc1ccc(C(=O)Nc2ccccc2Cl)cc1	17.5	-3.6%
CCS(=O)(=O)n1nc(-c2ccc(Cl)cc2)nc1SCc1ccccc1	·	-0.9%
COc1ccccc1NC(=O)C(C)Nc1ccc(C)c(Cl)c1 (configuration not stated)	-4.5	6.0%
COCCNc1nc2ccccc2nc1NS(=O)(=O)c1ccc(C)cc1C	-4.5	-3.8%
CCn1c(SCC(=O)Nc2ccccc2C(=O)OC)nnc1-c1cccc(C)c1	9.7	3.0%
(continued)
SMILES	Mtb RmlCD inh	M. tuberculosis GlmU
CCOCC(=O)OCC(=O)Nc1cc(OC)c([N+](=O)[O-])cc1C	-6.1	-4.2%
CCOC(=O)N1CCN(C(=O)C2CC(c3ccc(F)cc3)=NO2)CC1 (configuration not stated)	10.7	4.5%
COc1ccc(CCNC(=O)C2CCN(S(=O)(=O)c3ccc(Cl)cc3)CC2)cc1OC	·	-2.5%
COc1ccc(CC(=O)Nc2cccc(-c3ccc4nnc(C)n4n3)c2)cc1	-13.4	-0.6%
CC(C)CC1C(C#N)=C(N)Oc2c1c(=O)oc1ccccc21 (configuration not stated)	0.2	-7.5%
CN(C)/C=C/C(=O)c1cnc2n(c1=O)CCS2	-9.3	-5.6%
O=C(O)C1CC(c2ccc(F)cc2)=NO1 (configuration not stated)	·	5.8%
Cc1ccc2c(c1)C(=O)OC1(O)C3C4C=CC(C4)C3C(=O)N21 (configuration not stated)	3.8	-1.0%
CCOc1ccc(N2C(=O)CN(C)C2=S)cc1	-9.4	3.2%
Cc1ccc(NC(=S)N2CCN(CCN3C(=O)c4cccc5cccc(c45)C3=O)CC2)cc1	67.3	-5.5%
Cc1cccnc1-n1c(C)nc2ccccc2c1=O	8.0	-3.4%
O=C(NC1CCCC1)C1CCCN1C(=O)Nc1ccccc1Cl (configuration not stated)	-5.5	·
CC(=O)N1CCCc2cc(S(=O)(=O)Nc3ccc4c(c3)OCO4)ccc21	·	3.8%
Cc1ccc(Cl)cc1NC(C#N)c1ccccc1 (configuration not stated)	-9.4	2.3%
Oc1ccccc1N=Cc1c(O)ccc2ccccc12	-6.2	1.3%
COc1ccc(NC(=O)c2cccc(F)c2)cc1Cl	7.6	·
Cc1cccc2cc3c(nc12)SC(=NCC1CCCO1)N(Cc1ccco1)C3 (configuration not stated)	43.7	2.7%
Cc1cc(NCc2ccc(F)cc2Cl)n2nnnc2n1	·	-0.8%
Cn1c(=O)c2ncn(CC(=O)N/N=C/c3ccco3)c2n(C)c1=O	·	4.2%
c1ccc2c(c1)c1ccccc1n1c(-c3ccc4c(c3)OCO4)nnc21	29.8	-1.9%
COc1ccc(OC)c(NC(=O)C2CCCN2C(=O)OCc2ccccc2)c1 (configuration not stated)	45.4	0.1%
O=C1CSc2ccc(C(=O)NCCC3=CCCCC3)cc2N1	-6.6	6.4%
O/N=C1/C2C3CC4C5C3C1C5C1(OCCO1)C42 (configuration not stated)	·	2.4%
CC(=O)c1ccc(NC(=O)/C(=C\c2cccs2)NC(=O)c2ccco2)cc1	-15.4	-3.8%
CCOc1ccc(CC(=O)N2CCN=C2SCc2ccc([N+](=O)[O-])cc2)cc1	3.5	-1.8%

Pulled one by one from the entries so far, 2 records:
SMILES	Mtb RmlCD inh	M. tuberculosis GlmU
Oc1ccccc1N=Cc1c(O)ccc2ccccc12	-6.2	1.3%
Cc1ccc2c(c1)C(=O)OC1(O)C3C4C=CC(C4)C3C(=O)N21 (configuration not stated)	3.8	-1.0%

(next part)
SMILES	Mtb RmlCD inh	M. tuberculosis GlmU
Cc1ccc(-n2c(N)c(C(=O)Nc3c(C)n(C)n(-c4ccccc4)c3=O)c3nc4ccccc4nc32)cc1	8.3	6.6%
COc1cc(/C=N/Nc2nc(C)nc3c2cnn3-c2ccccc2)ccc1O	·	-2.7%
COCCCNC(=O)C(C#N)c1nc2ccccc2nc1N1CCN(Cc2ccccc2)CC1 (configuration not stated)	·	-7.5%
CCC(c1nnnn1Cc1ccco1)N(CCc1ccccc1)Cc1cc2cccc(C)c2[nH]c1=O (configuration not stated)	9.7	-4.0%
CCOc1nc(Nc2cc(Cl)ccc2OC)nc(OCC)n1	-2.2	-1.9%
COc1ccc(OC)c(CNC(=O)CCNC(=O)Cn2ccc3ccccc3c2=O)c1	5.4	-0.2%
Cc1cc(O)c(-c2cc(C(=O)Nc3sc4c(c3C(=O)NCc3ccco3)CCC4)[nH]n2)cc1C	-83.9	-1.2%
CCOC(=O)N1CCN(Cc2nc3c(c(=O)[nH]c(=O)n3C)n2CCCc2ccccc2)CC1	-1.0	-0.7%
COc1ccnc(CSC(N)=Nc2ccccc2OC)c1	·	6.5%
COc1cc2c(cc1OC)C(Nc1ccccc1)=NC(C)(C)C2	·	7.0%
O=S(=O)(c1cc(Cl)cc(Cl)c1)N1CCCC1c1nc2ccccc2s1 (configuration not stated)	7.3	0.9%
Cc1cc(/C=C2\C(=O)NC(=O)N(c3ccc(F)cc3)C2=O)c(C)n1-c1cccc(C(=O)O)c1	3.4	3.0%
CCCCN(CC)Cc1c(O)ccc2c3c(c(=O)oc12)CCC3	·	2.6%
CCN1CCN(Cc2nc(N)nc(Nc3ccc(C)c(C)c3)n2)CC1	-1.9	-3.3%
COc1cc2c(cc1OC)CN(C(=O)c1ccc(S(=O)(=O)N(C)c3ccccc3)cc1)CC2	·	-3.0%
Cc1cccc(-c2noc(-c3c(C)noc3C)n2)c1	-15.2	-2.5%
COc1cc(NC(=O)COC(=O)C2CC2)c(C)cc1[N+](=O)[O-]	7.7	-2.3%
O=C1NC(=S)N/C1=C/c1cccn1-c1ccc([N+](=O)[O-])cc1	-20.1	-4.3%
CS(=O)(=O)Nc1cccc(C2=NN(S(C)(=O)=O)C(c3ccc4c(c3)OCO4)C2)c1 (configuration not stated)	-5.9	1.4%
Cc1noc(C)c1Cc1ccc(O)cc1	·	1.3%
CCCC(C)NC(=O)c1c2c(nc3ccccc13)CCC2 (configuration not stated)	·	-2.3%
COC(=O)C1CC(O)CN1C(=O)c1ccco1 (configuration not stated)	0.4	12.2%
O=C(CN1CCN(c2ccccc2)CC1)Nc1ccc2c(c1)OCCO2	6.8	-5.5%
CN(c1ccccc1)S(=O)(=O)c1ccc(Cl)c(C(=O)OCC(=O)N2CCOCC2)c1	4.4	-2.1%
Fc1ccccc1N1CCN(Cc2c(F)cccc2F)CC1	2.1	-3.0%

Grouped by structure, those above containing a COOH group.
SMILES	Mtb RmlCD inh	M. tuberculosis GlmU
CC(C)(C)C(=O)NC(CC(=O)O)c1ccccc1 (configuration not stated)	4.3	-2.3%
CC(=O)NC(Cc1ccc(N(CCCl)CCCl)cc1)C(=O)NC(C(=O)O)C(C)C (configuration not stated)	·	3.3%
O=C(O)C1CC(c2ccc(F)cc2)=NO1 (configuration not stated)	·	5.8%
Cc1cc(/C=C2\C(=O)NC(=O)N(c3ccc(F)cc3)C2=O)c(C)n1-c1cccc(C(=O)O)c1	3.4	3.0%

(list continues)
SMILES	Mtb RmlCD inh	M. tuberculosis GlmU
CO/N=C/CC(=O)c1cnc(-c2ccc(Cl)cc2)s1	-9.6	-3.0%
CC(=O)c1c(C)[nH]c(C2=NNC(=NCc3ccccc3)SC2)c1C	3.6	3.3%
CCN(CC(=O)Nc1ccc(NC(C)=O)cc1)C(=O)c1n[nH]c(=O)c2ccccc12	-2.8	-2.9%
CC(=O)N1CCc2c(sc3c2c(=O)n(-c2ccccc2)c(=O)n3Cc2ccccc2Cl)C1	4.7	0.9%
Cc1ccc(NC(=S)NC(=O)c2sc3ccccc3c2Cl)c(C(=O)O)c1	4.0	10.5%
CN(Cc1ccccc1)S(=O)(=O)c1ccc(NC(=S)NC(=O)C2CCCCC2)cc1	6.2	2.4%
C/C(=N/NC(=O)Nc1ccccc1)c1ccc(C)cc1	1.4	0.6%
O=C(O)C1=C[C@H](c2ccc3c(c2)OCO3)C[C@H](OCc2ccc(CO)cc2)O1	·	-2.8%
Cc1ccc(C2=NNC(c3cccc(F)c3)S2)cc1 (configuration not stated)	-2.6	1.8%
CCOC(=O)C1=NN(C(=O)c2cccc(Br)c2)C(O)(C(C)(C)C)C1 (configuration not stated)	-14.2	-1.0%
S=c1[nH]nc(Nc2ccccc2Cl)s1	-5.4	-0.3%
O=C(Sc1cccc2cccnc12)c1ccc(F)cc1	3.3	-1.9%

Individual results from the results shown:
C/C(=N/NC(=O)Nc1ccccc1)c1ccc(C)cc1 @ Mtb RmlCD inh: 1.4
O=C(Sc1cccc2cccnc12)c1ccc(F)cc1 @ M. tuberculosis GlmU: -1.9%

This is a subset; count on the stated rates, not on these rows.
